HSP90 inh – blocks HSP90-mediated luciferase refolding in reticulocyte lysate. Rabbit reticulocyte lysate, luciferase refolding luminescence, 3 h. inhibition, % at 5.6 µM. 290,000 compounds, 0.91% hits. AID 1789;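 active means inhibition above the screen-wide mean plus 3 SD, computed separately per campaign, cut at about 16% in these data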;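 further: 0% = DMSO wells and 100% = 60 µM geldanamycin wells; inhibitors lower the luminescence because luciferase stays unfolded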
Platelet DG rel – modulates dense granule release in human platelets | 300,000 compounds, 0.22% hits | inhibition, %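 (compounds screened at 7.5 µM in platelet-rich plasma)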 | human platelet-rich plasma, SFLLRN dense granule ATP release, luminescence;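 active means mean replicate score, as percent of positive control, at or above 50; inconclusive means mean below 50 but at least one replicate at or above 50; inactive means mean and every replicate below 50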
GSK3A inh – human GSK-3 alpha kinase inhibition. inhibition, % at 10 µM. 320,000 compounds, 0.1% hits. P49840. ADP-Glo luminescence, 60 min;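 in the data active means inhibition above about 50%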;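 further: GST-tagged GSK-3 alpha with peptide substrate and 25 µM ATP; 0% = DMSO neutral wells and 100% = GW8510 positive control wells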
GSK3B inh – blocks human GSK3beta kinase activity; P49841; GST-GSK3beta kinase, ADP-Glo luminescence, 60 min; stronger effect = lower value; activity score (negative = inhibition), % at 10 µM; 300,000 compounds, 0.038% hits;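 active means more than half of replicate wells score below -50%, meaning over 50% inhibition versus plate controls; inconclusive means some replicates but at most half score below -50%; inactive means no replicate scores below -50%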;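 further: 0% = median DMSO wells and -100% = median GW8510 positive control wells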
Target sequence (P49841 whole entry, looked up): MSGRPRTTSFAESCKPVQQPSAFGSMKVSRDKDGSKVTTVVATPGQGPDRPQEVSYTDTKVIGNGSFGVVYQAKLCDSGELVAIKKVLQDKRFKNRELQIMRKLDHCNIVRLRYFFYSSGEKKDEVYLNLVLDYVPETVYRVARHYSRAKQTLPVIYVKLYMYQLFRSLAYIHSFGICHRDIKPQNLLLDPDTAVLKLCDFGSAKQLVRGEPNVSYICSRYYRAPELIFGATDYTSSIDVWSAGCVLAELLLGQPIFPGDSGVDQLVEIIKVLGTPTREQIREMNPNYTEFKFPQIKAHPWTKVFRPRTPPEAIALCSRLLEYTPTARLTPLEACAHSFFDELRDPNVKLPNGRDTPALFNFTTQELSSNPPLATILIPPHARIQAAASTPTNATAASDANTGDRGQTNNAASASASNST
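Test system – GST-tagged human GSK3beta kinase, cell-free · Incubation – 60 min enzyme reaction, room temperature · Signal – ADP-Glo luminescence · Also added – peptide substrate and ATP at 25 µM · Controls – DMSO neutral wells and GW8510 at 20 µM as positive · Buffer or medium – Tris/MgCl2 kinase buffer · Measure – Luminescence-derived activity versus plate DMSO and GW8510 wells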
Dyrk1A ADPGlo – blocks rat Dyrk1A kinase activity. Q63470. ADP-Glo luminescence, NFATc1 peptide. inhibition, % at 12.5 µM. 310,000 compounds, 0.43% hits. AID 504441; in the data active means inhibition above about 50%;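 further: plate controls were vehicle with enzyme for no effect and no enzyme for full effect; many of its hits are not listed in these tables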
HSF1 inhib – HSF1 inhibition; NIH3T3-HGL HSE-luciferase, MG132-induced, luminescence 8 h; stronger effect = lower value; 300,000 compounds, 0.77% hits; AID 2098; activity change, negative = inhibition, % at 7.5 µM (by protocol);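 active means more than half of replicate wells show activity change below -50%, luminescence cut by over half; inconclusive means some wells, but at most half, below -50%; inactive means no replicate well below -50%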;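 further: luciferase reports HSF-1 transcriptional activity via heat shock element; 0% = median of DMSO wells and -100% = zero luminescence signal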
HSF1 activator – increases HSF-1 driven luciferase reporter signal; 300,000 compounds, 1.7% hits; activation, % at 9 µM; NIH3T3-HGL HSF-1 luciferase reporter, MG132, 8 h; 100% = twice DMSO control signal;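 active means mean replicate activation of at least 50% with a set share of replicates each reaching 50%; inconclusive means only one of those two conditions met; inactive means mean below 50% and too few replicates reaching it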;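 further: 0% = median of the neutral control wells and 100% = twice that signal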
PolyA inhibitor – inhibitors of polyadenylation in S. cerevisiae; S. cerevisiae SKY197-pL101 polyadenylation reporter, beta-gal luminescence; efflux-impaired pdr1/pdr3 knockout yeast; score 100 = 6 SD above DMSO; calls only at 12 µM; 300,000 compounds, 0.02% hits; AID 1875;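 active means lowest replicate activity score at least 50, where 100 means six control SD above control mean; inconclusive means lowest score under 50 but half or more replicates reach 50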;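 further: yeast exposed to compound for 9 h at 30 °C; higher score means more reporter readthrough which indicates perturbed polyadenylation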
HDAC3 inhib – inhibitors of human histone deacetylase 3. recombinant HDAC3, fluorogenic peptide/trypsin coupled, fluorescence. 320,000 compounds, 0.15% hits. AID 2718. inhibition, % at 8.3 µM; in the data active means inhibition above about 26%, passing the limit was not always enough; inconclusive means no clear call, values can overlap the other calls
Target sequence (O15379 whole entry, looked up): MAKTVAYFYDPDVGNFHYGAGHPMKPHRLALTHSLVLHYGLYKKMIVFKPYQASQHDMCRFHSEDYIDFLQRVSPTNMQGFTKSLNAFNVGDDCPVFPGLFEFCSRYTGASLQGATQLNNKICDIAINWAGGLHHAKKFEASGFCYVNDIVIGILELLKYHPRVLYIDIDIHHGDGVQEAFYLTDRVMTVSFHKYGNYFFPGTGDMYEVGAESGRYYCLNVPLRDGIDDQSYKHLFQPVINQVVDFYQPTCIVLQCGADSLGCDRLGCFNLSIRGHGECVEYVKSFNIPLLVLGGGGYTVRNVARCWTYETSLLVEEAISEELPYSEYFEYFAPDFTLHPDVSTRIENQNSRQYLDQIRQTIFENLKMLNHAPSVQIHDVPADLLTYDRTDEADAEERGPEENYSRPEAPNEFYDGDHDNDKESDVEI
AI-2 QS modul – modulates the Vibrio harveyi AI-2 quorum sensing system; Vibrio harveyi JMH597 AI-2 luminescence/OD600 ratio, 9 h; stronger effect = lower value; strain lacks LuxN and CqsS sensors; 0 = neutral-control median; activity change, % at 7.5 µM; 300,000 compounds, 0.4% hits; in the data active means activity change below about -75%, passing the limit was not always enough; inconclusive means no clear call, values can overlap the other calls;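 further: luminescence divided by OD600 gain over 9 h not by final OD600 alone; inactives centre near 13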
The depositor's hits bear a star; i = inactive; ? = inconclusive; / = not tested or not shown; & = joins results of further samples. The list is partial, so the mix of outcomes need not match the whole.

SMILES	HSP90 inh	Platelet DG rel	GSK3A inh	GSK3B inh	Dyrk1A ADPGlo	HSF1 inhib	HSF1 activator	PolyA inhibitor	HDAC3 inhib	AI-2 QS modul
Cc1cc(C)nc(NS(=O)(=O)c2ccc(NC(=O)CN3C(=O)S/C(=C\c4ccccc4)C3=O)cc2)n1	-4	-2	-3	0	-2	-7	-10	i	-1	34
COc1cc2c(cc1OC)C(c1ccc(Br)cc1)CC(=O)N2 (centres undefined)	-5	0	2	8	-4	7	8	/	9	9
COC(=O)C1=C(C)NC(C)=C(C(=O)OC)C1C(=O)OCC(=O)N1c2ccccc2CC1C (centres undefined)	2	2	3	2	-2&10	-9	-2	i	0	21
COC(=O)c1ccccc1NC(=O)Oc1ccc(F)cc1	0	-5	-4	2	/	-7	0	i	-5	18
CCCCN(C(=O)CC1OC(=O)c2ccccc21)c1c(N)n(CCCC)c(=O)[nH]c1=O (centres undefined)	/	-3	2	-1	-5	5	2	i	2	10
COc1cccc(C2C(C(=O)c3ccco3)=C(O)C(=O)N2CCN(C)C)c1OC (centres undefined)	1	-12	1	3	-3	-8	3	i	0	10
CN(C)CC(C)(C)CN=Cc1c(O)[nH]c2ccccc12	3	-9	0	1	17	7	22	i	2	35
CC(=O)OCC1=C(C(=O)O)N2C(=O)C(NC(=O)C(C)Cn3nc(C)c(Cl)c3C)C2SC1 (centres undefined)	0	3	-3	3	/	-6	-9	i	2	26
O=C1NC[C@@H](Cc2cccc3ccccc23)N(CCCCC2CCCCC2)C1=O	/	12	-1	2	-9	3	5	i	-1	24
CCc1ccc(-c2cc3c(=O)n(CC(=O)NCCCN4CCN(Cc5ccccc5)CC4)nc(C)n3n2)cc1	2	1	-1	6	8	-4	-2	i	0	5
CCN(CC)S(=O)(=O)c1ccc(N2CCCC2)c(NC(=O)c2ccncc2)c1	4	1	/	0	-8	2	-6	i	-3	-6
O=[N+]([O-])c1c(NCCO)cc(N2CCCCCC2)c2nonc12	8	4	-1	-10	-2	-5	3	i	-10	14
CCOC(=O)N1CCC(NS(=O)(=O)c2ccc3c(c2)OCC(=O)N3)CC1	2	0	-1	1	-2	-4	9	i	-8	12
COc1ccc2c(c1)-c1nc(/N=C/c3ccc(O)c(OC)c3)sc1CC2	-1	/	1	/	9	/	/	/	0	/
COc1ccc(NC(=O)C2CCCN(S(=O)(=O)c3c(C)n[nH]c3C)C2)cc1OC (centres undefined)	1	-6	-2	-3	1	-3	-9	i	-6	7
CCOc1ccc2c(C)c(C(=O)O)oc2c1OCC	0	-2	-7	3	5	-13	-27	i	-66	24
C/C(=N\NC(=O)Cc1cccn1C)c1ccc2ccccc2c1	-3	1	0	1	-2	-1	2	i	3	11
COc1ccc(OCCN2C(=O)c3ccccc3C2=O)cc1	0	-1	-2	7	-10	-55*	-62	i	5	33
COc1cccc(-c2nc(CS(=O)(=O)CC(=O)N3CCN(C)CC3)c(C)o2)c1	1	-7	1	5	2	0	6	i	-7	3
COC(=O)c1ccc(CO/N=C/c2cccc([N+](=O)[O-])c2)cc1	-3	-2	-2	-1	1	0	4	i	0	25
Cc1ccc(C(=O)NCc2nnc(SCC(=O)Nc3ccccc3)n2C)cc1	1	0	1	1	-1	-2	5	i	9	30
CN(c1ccc(C(=O)Nc2cccc([N+](=O)[O-])c2)cc1)S(C)(=O)=O	1	1	0	-4	16	-3	21	i	2	8
O=C(NCCO)c1cc2ccccc2c(=O)s1	1	-8	-2	-2	12	-2	-4	/	2	3
Cc1onc(-c2c(F)cccc2Cl)c1C(=O)NC1CCCCCC1	-2	2	2	-3	0	4	3	i	-5	25
c1ccc(COc2ccc(CN3CCN(c4ccccn4)CC3)cc2)cc1	1	33	-3	2	4	-4	9	i	3	43
O=C(COC(=O)Cc1ccsc1)NC1CCCCCC1	-1	6	-1	0	-2	10	23	i	6	7
CC1=CC(C)(C)N(S(=O)(=O)c2ccc(F)cc2)c2ccc(C)cc21	2	3	-1	1	-8	-10	-13	i	2	39
Clc1ccc(C2=C3CCCCn4c(-c5ccccc5)c[n+](c43)C2)cc1	3	4	0	0	1	5	18	i	-48	17
O=C(Oc1c(Cl)cc(Cl)c2cccnc12)N1CCOCC1	1	-2	0	3	4	16	42	i	13	5
CS(=O)(=O)N(CC(=O)NCc1ccco1)c1ccc(Cl)cc1Cl	-3	1	2	0	-4	-3	1	i	1	27
Cc1cc(C)c[n+](-c2nc3ccccc3nc2[N-]S(=O)(=O)c2cccs2)c1	-1	-3	1	0	0	-9	-12	i	2	20
CN1C(=O)c2cccc3c(Br)ccc(c23)C1=O	/	1	0	11	/	-9	7	i	4	13
CCS(=O)(=O)NCCc1cc2c(OC)ccc(OC)c2[nH]c1=O	-3	-1	2	0	1	0	-16	i	-2	-5
CN(C)c1ccc(-c2ccccc2)nn1	0	7	4	-4	-5	2	3	i	2	-4
COCCNc1nc(SC)nc2sc3c(c12)CCN(C)C3	-4	2	35	-29	28	-6	-4	i	-26	8
Cc1ccc2cc(CCNC(=O)c3ccc4c(c3)OCO4)c(=O)[nH]c2c1C	2	11	-2	0	2	6	10	i	6	21
CC(C)(C)c1ccc(C(=O)NCc2ccc(Cl)cc2)cc1	4	11	-1	1	2	12	11	i	-1	35
O=C(Nc1nnc(-c2cccs2)o1)c1cc(-c2ccccc2)nc2ccccc12	-4	5	-1	-1	0	7	3	i	2	81
COC(=O)[C@@]1(Cc2ccc(F)cc2)[C@H]2c3cc(C(=O)N(C)C)n(CCc4ccc(OC)c(Br)c4)c3C[C@H]2CN1C(=O)c1ccccc1	0	2	-3	-20	2	3	-2	i	10	-4
CC(C)c1ccc(NC(=O)C2CC(=O)Nc3nc4ccccc4n32)cc1 (centres undefined)	3	-5	3	1	-9	-4	-7	i	-5	12
COc1ccc(-n2nc(C(=O)c3cccs3)cc(-c3nc4ccccc4[nH]3)c2=N)cc1	2	4	-1	1	5	-4	-5	i	0	16
O=C(O)C(c1ccccc1)N1C(=O)/C(=C\c2ccc(O)c(O)c2)SC1=S (centres undefined)	-2	-3	-7	5	1	-4	5	i	18	1
COc1cccc(NC(=S)N/N=C2\CC3CCC2(C)C3(C)C)c1 (centres undefined)	-3	-1	-2	1	1	2	16	i	8	16
CCOC(=O)Cc1csc(NC(=O)CS(=O)(=O)Cc2ccccc2)n1	0	8	4	5	0	-7	-2	i	4	21
CCC(=O)Nc1cccc(NC(=S)NC(=O)c2ccccc2)c1	-5	5	2	0	-3	22	54*	i	2	-1
CCCc1cc2c(=O)c(-c3ccc4c(c3)OCCO4)c(C)oc2cc1OS(C)(=O)=O	-1	5	-3	-2	6	2	19	i	2	7
CN(C)c1ccnc2sc(C(=O)NCc3ccccc3)c(N)c12	-2	-6	6	2	-5	-4	28	i	-1	10
CC(C)N(C(=S)NCc1ccccc1)c1ccccc1	0	2	-8	2	-3	-1	-1	i	0	15
CC12CCC(C(=O)Nc3ccccc3Cl)(C(Br)C1=O)C2(C)C (centres undefined)	1	-4	0	-2	1	-3	3	i	/	20
COc1ccc(-c2nn3c(-c4ccco4)nnc3s2)cc1OC	-1	-2	1	-3	2	8	26	i	3	29
CCc1nn(CC(=O)N2CCN(c3ccc(F)cc3)CC2)c(=O)c2cc3occc3n12	-3	9	-1	1	2	1	2	i	-2	18
COc1cccc(C(=O)NC2CCN(CC(=O)NCc3ccccc3F)CC2)c1	1	-2	-2	0	-2	-7	9	i	-6	17
CC[C@H]1OC(=O)C[C@@H](O)[C@H](C)[C@@H](O[C@@H]2O[C@H](C)C[C@H](N(C)C)[C@H]2O)[C@@H](CC=O)C[C@@H](C)C(=O)C=C[C@]2(C)O[C@H]2[C@@H]1C	/	15	-3	2	/	8	2	i	-5	-59
O=C(Cn1cc(C(F)(F)F)cc(Cl)c1=O)NCCc1ccc(Cl)cc1Cl	-2	5	-2	0	-1	1	-5	i	1	13
Cc1nc(N)sc1C(=O)N/N=C/c1c[nH]c2ccccc12	7	-1	9	0	28	/	/	i	5	20
NC(=O)COC(=O)c1ccc(Cl)c(S(=O)(=O)N2CCN(c3ccc(F)cc3)CC2)c1	2	0	0	3	-5	2	18	i	0	1
Cc1ccc(NS(=O)(=O)c2ccc3c(c2)CCC(=O)N3)cc1C	2	16	-1	2	6	4	17	i	11	6
O=C(CNS(=O)(=O)c1ccccc1)NCC(=O)N1CCCCC1	-4	-1	0	-3	-3	1	6	i	-1	6
Cc1nc(NCCc2ccc(S(N)(=O)=O)cc2)c2c(C)c(C)sc2n1	1	/	2	1	6	-1	2	i	2	13
O=C(Nc1ccc2ccccc2c1)c1ccc2[nH]c(=O)c(=O)[nH]c2c1	-3	-2	0	2	-3	1	-15	i	-5	1

Records above shown as hits in HSF1 inhib.
SMILES	HSP90 inh	Platelet DG rel	GSK3A inh	GSK3B inh	Dyrk1A ADPGlo	HSF1 inhib	HSF1 activator	PolyA inhibitor	HDAC3 inhib	AI-2 QS modul
COc1ccc(OCCN2C(=O)c3ccccc3C2=O)cc1	0	-1	-2	7	-10	-55*	-62	i	5	33

(more compounds)
SMILES	HSP90 inh	Platelet DG rel	GSK3A inh	GSK3B inh	Dyrk1A ADPGlo	HSF1 inhib	HSF1 activator	PolyA inhibitor	HDAC3 inhib	AI-2 QS modul
Cc1nc(SCC(=O)Nc2c(C)n(C)n(-c3ccccc3)c2=O)[nH]c(=O)c1Cc1ccccc1	0	3	-6	6	-8	1	9	i	9	23
COCCCNC(=O)CN(c1ccc(OC)cc1)S(=O)(=O)c1ccc(NC(C)=O)cc1	1	-2	0	-4	2	0	-1	i	-1	7
Cc1cccc(C(=O)NC(=S)Nc2ccc(N3CCOCC3)cc2)c1	1	3	-2	-6	-4	14	17	i	?	12
O=C(O)C1C(c2ccccc2)C(C(=O)OCCCO)C1c1ccccc1 (centres undefined)	-2	0	-1	1	-1	6	2	i	-2	12
COc1ccc(C(=O)Nc2ccc(C(=O)OCC(=O)c3cccc4ccccc34)cc2)cc1	-2	5	-1	0	3	0	2	i	-3	10
CCOc1ccccc1NC(=O)CCNC(=O)Cn1ccc2ccccc2c1=O	3	2	0	-1	-2	-1	8	i	-2	18
CC(=O)c1ccc(NC(=O)Cn2nc(C)cc2C)cc1	0	5	0	1	1	4	28	i	3	6
CCNC(=O)C(=O)NCC(c1ccc2c(c1)OCO2)N1CCOCC1 (centres undefined)	0	3	-5	0	3	-1	3	i	-2	7
COC(=O)c1c(NC(=O)c2ccco2)sc(C(=O)N(C)C)c1C	2	4	-1	0	4	-4	0	i	1	14
COC(=O)CN1C(c2ccccc2O)Nc2ccc(Br)cc2C1c1ccccc1 (centres undefined)	-2	-1	-3	0	-5	16	40	i	10	8
